Assay outcomes deposited in PubChem by Broad Institute.
PGC1a acetyl inh: modulators of PGC1a acetylation; inhibition, % at 15.6 µM; AID 651687; 0.17% of 350,000 active; U2OS PGC1a acetylation, AlphaScreen anti-acetyl-lysine; with virally co-expressed GCN5 acetyltransferase;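 active = every replicate shows inhibition of at least 40%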;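 also: 0% = neutral control wells and 100% = positive control wells; some results beyond the cut were filed as inactive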
LGR2 inh: blocks bursicon-induced cAMP signaling via Drosophila LGR2; HEK293 LGR2, CRE-luciferase, bursicon-stimulated, 4 h; inhibition, % at 9.99 µM; 0.35% of 380,000 active;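 active = drop in luminescence signal, shown as inhibition above about 50% in the replicate tests, limit read from the data, passing the limit was not always enough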;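 also: agonist challenge used bursicon conditioned medium at about half maximal strength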
Xi reactivation: activators of X-chromosome reactivation in mouse fibroblasts; XiGFP mouse fibroblasts, % GFP-positive cells imaging, 3 d; cells co-treated with 5-aza-dC sensitizer; scaled so ellipticine positive control = 100%; activation, % at 7.58 µM; 0.055% of 360,000 active; AID 743238;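 active = mean normalized replicate activation at least 10% and every replicate at or above 10%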;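 also: 0% = median of on-plate neutral control wells and 100% = ellipticine 6 µM median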
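System: 68-5-11 XiGFP fibroblast line; Timing: 3 days compound exposure; Compound dosing: one concentration, pinned; Benchmarks: positive control ellipticine, 6 µM final; Buffer or medium: DMEM containing 5-aza-dC.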
S100A4 inh HTS: blocks human S100A4 binding to myosin IIA peptide | inhibition, % at 10.7 µM | 0.14% of 360,000 active | P26447 | AID 652163 | S100A4/TAMRA-MyoIIA peptide fluorescence polarization;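 active = mean inhibition of at least 70% across replicates, with every replicate also reaching that level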
Target sequence (P26447 whole entry, looked up): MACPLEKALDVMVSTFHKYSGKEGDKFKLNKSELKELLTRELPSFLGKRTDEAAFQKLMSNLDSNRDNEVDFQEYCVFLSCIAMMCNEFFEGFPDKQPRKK
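assay system = human S100A4 monomer with TAMRA-labelled myosin IIA peptide | also added = labelled myosin peptide probe, 5 nM | incubation = 5 min between mix addition and reading | control set = DMSO and TFP controls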
Statin myotox sup: protects C2C12 myotubes from simvastatin toxicity | 0.78% of 330,000 active | ATP luminescence, 48 h; scaled: DMSO 0, geranylgeraniol control 100 | AID 602340 | rescue of ATP level, % at 7.49 µM;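 active = mean ATP rescue above about 67%, or every replicate alone reaching that limit, limit read from the data, passing the limit was not always enough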;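 also: myotubes were challenged with 10 µM simvastatin during compound exposure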
SIRT5 block: sirtuin-5 (human) deacylase inhibition; Q9NXA8; 1.1% of 330,000 active; AID 652115; Purified SirT5, succinyl-peptide AMC, trypsin-coupled fluorescence; inhibition, % at 15 µM; in the data active = inhibition above about 15%
Target sequence (Q9NXA8 whole entry, looked up): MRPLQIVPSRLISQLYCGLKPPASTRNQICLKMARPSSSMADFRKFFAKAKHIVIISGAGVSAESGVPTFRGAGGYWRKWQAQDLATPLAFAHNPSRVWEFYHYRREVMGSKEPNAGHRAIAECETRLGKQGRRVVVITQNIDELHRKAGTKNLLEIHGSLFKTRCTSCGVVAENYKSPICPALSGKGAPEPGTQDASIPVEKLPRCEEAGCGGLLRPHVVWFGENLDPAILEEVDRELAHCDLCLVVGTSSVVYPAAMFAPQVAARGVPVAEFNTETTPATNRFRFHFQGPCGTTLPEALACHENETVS
ERAP1 inh: ERAP1 (human) enzyme inhibition | Q9NZ08 | recombinant ERAP1, Leu-AMC fluorescence, 60 min | inhibition, % at 10.7 µM | 0.15% of 340,000 active | AID 652197;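 active = mean replicate inhibition of at least 30%, or all replicates individually reaching that 30% level; inactive = mean below 30% and not every replicate reaching it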;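 also: 0% = neutral control wells and 100% = L-leucinethiol positive control wells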
Cneo AK release: causes C. neoformans cell lysis; AID 651654; adenylate kinase release luminescence, 4 h; normalised: neutral wells 0, clomiphene wells 100; 0.2% of 360,000 active; lysis activity, % at 15 µM;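 active = mean lysis activity across replicates of at least 80%, whatever share of replicates individually reach that level; inactive = mean lysis activity below 80%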
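Assay system: C. neoformans cells. Amount: yeast cell density of 5 × 10^6 cells/mL. Technique: AK luminescence. Buffer or medium: YPD. Times: static 4 h at 37 °C with compound, 1 h detection. Dosing: single-point compound dose. Read-out: lysis from increased AK signal.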
Active calls of the source: *; . = no result given; & = joins results of further samples. The list is partial. The share of hits here may be higher or lower than overall.

1	Cc1ccc(S(=O)(=O)Nc2ccc3c(c2)C(=O)N([C@H](C)CO)C[C@@H](C)[C@H](CN(C)C(=O)Nc2c(C)noc2C)O3)cc1
2	O=C(CSc1nc2ccc(Cl)cc2[nH]1)NCCc1ccccc1
3	CSCCC(C(=O)Nc1c(C)cccc1C)n1c(-c2ccc(-c3ccccc3)cc2)nc2ccccc21 (stereo not drawn)
4	CCCN(C)C[C@@H]1Oc2ncc(-c3ccccc3F)cc2C(=O)N([C@@H](C)CO)C[C@@H]1C
5	CCN1C[C@@H]2[C@@H]3C(=O)N(Cc4ccccc4)C(=O)[C@@H]3[C@](Cc3ccccc3)(C1=O)N2C(=O)c1ccc(Br)cc1
6	O=S(=O)(Nc1ccccc1OC(F)F)c1ccc(S(=O)(=O)N2CCCC2)cc1
7	O=C(O)c1ccc2c(c1)C(=O)/C(=C\c1ccco1)C2=O
8	O=C(NC1CCCCC1)N1CCc2ccccc21

assay / entry	1	2	3	4	5	6	7	8
PGC1a acetyl inh	7	.	.	5	-3	1	.	3
LGR2 inh	-3	.	-8	-4	-4	-11	-4	-52
Xi reactivation	-0.2	0.0	0.0	0.2	0.0	-0.1	0.4	.
S100A4 inh HTS	0	11	-1	2	0	-8	-4	-1
Statin myotox sup	4	.	.	14	5	6	.	.
SIRT5 block	-4	8	.	-3	-8	-1	13	-7
ERAP1 inh	2	1	4	3	-4	1	1	0
Cneo AK release	-3	.	.	7	2	0	.	-1

In another format: results already given.
cpd | Molecule | PGC1a acetyl inh | LGR2 inh | Xi reactivation | S100A4 inh HTS | Statin myotox sup | SIRT5 block | ERAP1 inh | Cneo AK release
3 | CSCCC(C(=O)Nc1c(C)cccc1C)n1c(-c2ccc(-c3ccccc3)cc2)nc2ccccc21 (stereo not drawn) | . | -8 | 0.0 | -1 | . | . | 4 | .
4 | CCCN(C)C[C@@H]1Oc2ncc(-c3ccccc3F)cc2C(=O)N([C@@H](C)CO)C[C@@H]1C | 5 | -4 | 0.2 | 2 | 14 | -3 | 3 | 7

Going on with the list.
9	COc1ccc(NC(=O)N(C)C[C@@H]2Oc3c(NC(=O)Nc4c(C)noc4C)cccc3C(=O)N([C@@H](C)CO)C[C@@H]2C)cc1
10	COc1cccc(C(=O)c2ccccc2C(=O)O)c1
11	COc1cccc(CNC(=O)CCC2CCCN(C(=O)CCc3c(C)noc3C)C2)c1 (stereo not drawn)
12	COC(=O)c1ccc2nc(C)cc(Nc3ccc(N(C)C)cc3)c2c1
13	O=C(C1CCCN1S(=O)(=O)c1ccc(Cl)cc1)N1CCN(c2ccccc2)CC1 (stereo not drawn)
14	Cc1ccccc1NC(=O)Cn1c(=O)oc2ccccc21
15	CC1CN(c2cc(=O)n(Cc3ccc(F)cc3)c(=O)[nH]2)CC(C)O1 (stereo not drawn)
16	CN1C(=O)CN(CCN2CC(=O)N(C)C(=O)C2)CC1=O

assay / entry	9	10	11	12	13	14	15	16
PGC1a acetyl inh	7&-12	.	0	-9	9	2	-13	4
LGR2 inh	-8&-13	-1	-6	6	-4	-1	-9	-27
Xi reactivation	0.1&-0.1	0.0	-0.1	0.2	-0.1	0.0	0.0	0.1
S100A4 inh HTS	-10&-2	-1	2	1	-3	-8	-14	2
Statin myotox sup	-3&0	.	10	-1	-3	24	-2	-3
SIRT5 block	0&-3	7	0	2	3	1	-4	.
ERAP1 inh	6&-4	-12	-1	2	-4	-1	1	1
Cneo AK release	0&-1	.	-3	-1	0	10	-1	1

17	Cc1ccc(S(=O)(=O)N[C@H]2CC[C@@H](CC(=O)N3CCC(Cc4ccccc4)CC3)O[C@H]2CO)cc1
18	C[C@@H]1CCCCO[C@@H](CN(C)Cc2ccc(Cl)c(Cl)c2)[C@H](C)CN([C@@H](C)CO)C(=O)c2cc(NS(C)(=O)=O)ccc2O1
19	C=C(C)CNC(=S)NNC(=O)c1ccc(Br)cc1
20	O=C(NCC[C@@H]1CC[C@@H](NS(=O)(=O)c2ccc(F)cc2)[C@H](CO)O1)Nc1ccc(F)cc1
21	CSc1nnnn1-c1c(C)cccc1C
22	CCOC(=O)c1sc(NS(=O)(=O)c2ccccc2)nc1C
23	O=C(O)c1ccc(/C=N/n2c(C3CCCCC3)n[nH]c2=S)cc1
24	CCNC(=O)C[C@@H]1CC[C@@H]2[C@H](COC[C@H](O)CN2C(=O)Nc2c(C)noc2C)O1

assay / entry	17	18	19	20	21	22	23	24
PGC1a acetyl inh	7	.	-5	3	.	-10	.	8
LGR2 inh	20	-8	-21	-11	-10	20	3	-3
Xi reactivation	-0.2	-0.2	0.0	0.0	0.2	.	0.0	0.1
S100A4 inh HTS	-5	-1	-4	-6	0	0	-5	-20
Statin myotox sup	11	98*	.	1	.	4	-18	-6
SIRT5 block	-6	12	1	2	0	4	0	0
ERAP1 inh	1	-1	-1	1	.	-1	10	-1
Cneo AK release	1	3	-4	-1	.	2	-6	-6

A second format for part of the listing above:
# | canonical_smiles | PGC1a acetyl inh | LGR2 inh | Xi reactivation | S100A4 inh HTS | Statin myotox sup | SIRT5 block | ERAP1 inh | Cneo AK release
18 | C[C@@H]1CCCCO[C@@H](CN(C)Cc2ccc(Cl)c(Cl)c2)[C@H](C)CN([C@@H](C)CO)C(=O)c2cc(NS(C)(=O)=O)ccc2O1 | . | -8 | -0.2 | -1 | 98* | 12 | -1 | 3
19 | C=C(C)CNC(=S)NNC(=O)c1ccc(Br)cc1 | -5 | -21 | 0.0 | -4 | . | 1 | -1 | -4
24 | CCNC(=O)C[C@@H]1CC[C@@H]2[C@H](COC[C@H](O)CN2C(=O)Nc2c(C)noc2C)O1 | 8 | -3 | 0.1 | -20 | -6 | 0 | -1 | -6
23 | O=C(O)c1ccc(/C=N/n2c(C3CCCCC3)n[nH]c2=S)cc1 | . | 3 | 0.0 | -5 | -18 | 0 | 10 | -6

(listing goes on)
25	COc1ccc(S(=O)(=O)Nc2ccc3c(c2)C(=O)N([C@H](C)CO)C[C@H](C)[C@@H](CN(C)CC2CCCCC2)OCCCC[C@H](C)O3)cc1
26	COc1cccc(C#Cc2ccc([C@@H]3[C@@H](CO)N4C(=O)CN(C(=O)c5ccncc5)C[C@H]34)cc2)c1
27	O=C(/C=C/c1ccco1)Nc1cc(Cl)ccc1C(=O)O
28	COc1ccccc1N1CCN(CC(=O)Nc2ccc3c(c2)OCCO3)CC1
29	O=C(COC(=O)c1cn(-c2ccccc2)nc1-c1cccnc1)NC1CC1
30	CCNC(=O)C[C@@H]1CC[C@H]2[C@@H](COC[C@H](O)CN2C(=O)Nc2cccc(OC)c2)O1
31	COc1ccc(S(=O)(=O)N(C)CC(=O)NCCCN2CCOCC2)cc1C
32	Cc1ccc(S(=O)(=O)N(C)C[C@H]2OCCCC[C@@H](C)Oc3ccc(NS(C)(=O)=O)cc3C(=O)N([C@H](C)CO)C[C@@H]2C)cc1

assay / entry	25	26	27	28	29	30	31	32
PGC1a acetyl inh	-19	-2	-9	.	.	1	-5	-2
LGR2 inh	0	-12	3	8	-15	-21	-20	10
Xi reactivation	0.5	0.0	1.5	0.0	0.0	-0.1	0.0	0.2
S100A4 inh HTS	.	4	.	-4	3	.	-3	-10
Statin myotox sup	.	.	3	.	.	11	13	.
SIRT5 block	.	5	.	31*	-4	.	-3	-1
ERAP1 inh	.	-1	.	3	2	.	4	1
Cneo AK release	71	.	-4	.	.	-2	-2	1

33	O=C(NCC1(N2CCOCC2)CCCCC1)c1ccc(S(=O)(=O)Nc2ccccc2F)cc1
34	CN1OC[C@@H]2CN(C(=O)C(C)(C)C)[C@H](c3cccc(-c4ccccc4)c3)C[C@@H]21
35	CCOc1ccc(N)cc1OC
36	COc1ccccc1/C=C/C(=O)OCC(=O)c1c[nH]c2ccccc12
37	COc1ccc(C)cc1NC(=O)CN1C(=O)c2ccccc2S1(=O)=O
38	Cc1cc(C)c(C)c(S(=O)(=O)N[C@@H](C)C(=O)OC(C)C(=O)NC(N)=O)c1C (stereo partly drawn)
39	CCc1cc2c(COC(=O)c3cc(S(=O)(=O)N4CCOCC4)ccc3F)cc(=O)oc2cc1O
40	Cc1cc(C)c(NC(=O)CN(C)C(=O)c2ccc(OCc3ccccc3)cc2)c(C)c1

assay / entry	33	34	35	36	37	38	39	40
PGC1a acetyl inh	5	5	-5	.	-4	.	30	-1
LGR2 inh	2	10	-20	2	2	11	59*	9
Xi reactivation	-0.2	-0.1	0.0	0.1	-0.1	-0.2	0.0	-0.1
S100A4 inh HTS	-3	0	-11	-8	0	22	1	-1
Statin myotox sup	8	7	-2	-1	8	5	-1	-10
SIRT5 block	1	-4	-3	-1	.	-2	13	-1
ERAP1 inh	6	0	1	-1	.	-3	-4	1
Cneo AK release	1	1	6	-3	0	.	0	2

41	COc1cccc(S(=O)(=O)N2CC[C@@H]3[C@H](CO)N(C)c4ccc(C5=CCCCC5)cc4[C@@H]32)c1
42	O=C(NC1CCC1)[C@H]1[C@H](CO)[C@H]2Cn3c(ccc(-c4ccccc4F)c3=O)[C@H]2N1Cc1ccccn1
43	COc1ccc(C(C)(C)C)cc1NC(=O)c1ccc2c(c1)SC1=NS(=O)(=O)CCN12
44	C[C@@H]1CN([C@H](C)CO)C(=O)Cc2cc(NC(=O)CCCCCC(=O)Nc3ccccc3N)ccc2O[C@H]1CN(C)Cc1ccccc1
45	COc1ccc(C#Cc2ccc([C@H]3[C@H](CO)N4CCCCN(Cc5ccccc5F)C[C@@H]34)cc2)cc1
46	CCO[C@@H]1OC(C(=O)N2CCCCCCC2)=C[C@H](c2csc3ccccc23)[C@H]1CCCO
47	CC1CCCCN1CCCNC(=O)c1ccc2c(c1)NC(=O)CN2C (stereo not drawn)
48	NC(=O)c1ccc[n+](CC(=O)Nc2ccccc2C(=O)O)c1
49	O=C(Cn1cnc2c(NCc3ccccc3)ncnc21)NCc1nc2ccccc2[nH]1
50	Cc1ccc(C)c(C(C)NC(=O)c2ccccc2Br)c1 (stereo not drawn)
51	COc1cc(OC)nc(NC(=O)NS(=O)(=O)c2ccc(F)cc2)n1

assay / entry	41	42	43	44	45	46	47	48	49	50	51
PGC1a acetyl inh	11	.	-5	-12	-12	.	.	.	1	.	6
LGR2 inh	-3	14	21	12	-37	-6	0	-12	-15	8	-4
Xi reactivation	0.1	1.1	0.2	-0.1	0.3	0.0	-0.2	0.3	0.1	0.0	0.0
S100A4 inh HTS	.	-4	16	-8	-9	.	0	-1	0	-6	-2
Statin myotox sup	12	.	-2	39	-7	25	2	-3	10	.	.
SIRT5 block	.	0	4	.	1	.	.	0	-3	-4	2
ERAP1 inh	.	-3	10	1	-2	.	0	-3	0	-1	-7
Cneo AK release	-20	.	3	0	5	-4	-2	-2	0	.	.
